Screening data: PubChem BioAssay, several laboratories
Runt-CBFb FRET: inhibitors of RUNX1 Runt–CBFb binding, primary screen, biochemical, FRET, Cerulean-Runt, Venus-CBFb, uHTS; Runt-related transcription factor 1 (Homo sapiens) + Core-binding factor subunit beta …; Cerulean-Runt/Venus-CBFb FRET ratio 530/480, 1 h; inhibition, % at 20 µM; actives 0.46% (n = 220,000); AID 1496, 2009;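 active means inhibition over about 50% at 20 µM in the single-dose screen, limit read from the data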;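 further: 0% = DMSO wells and 100% = excess unlabeled CBFb competitor control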
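Measured by: fluorescence energy transfer, 422 nm excitation, 530/480 nm emission; Assay system: Cerulean-Runt domain; Medium: Tris pH 7.5 buffer with BSA; Measure: loss of energy transfer signal; Controls: 5 µM unlabeled CBFb as full-inhibition high control; Incubation: protein complex preformed 1 h, compound exposure 1 h, room temperature, dark.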
TbHK1 inh: Trypanosoma brucei hexokinase 1 inhibitors, primary screen, biochemical, G6PDH-coupled NADH absorbance, MLSCN library; hexokinase 1 [Trypanosoma brucei]; recombinant TbHK1, G6PDH-coupled NADH A340; inhibition, % at 10 µM; actives 0.11% (n = 220,000); AID 1430, 2008;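 active means inhibition of 50% or more in the single-dose primary screen; inactive means inhibition below 50%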
14-3-3 Bad PPI: inhibitors of 14-3-3 zeta/Bad binding, primary screen, biochemical, TR-FRET, bovine 14-3-3 zeta | 14-3-3 protein zeta/delta (Bos taurus), P63103 | inhibition, % at 21.7 µM | TR-FRET 14-3-3zeta/Dy647-pBad peptide displacement, 1 h | actives 0.71% (n = 220,000);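 active means inhibition above about 70%, limit read from the data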;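 further: 0% = full 14-3-3 plus peptide FRET controls and 100% = background without 14-3-3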
Target sequence (P63103 whole entry, looked up): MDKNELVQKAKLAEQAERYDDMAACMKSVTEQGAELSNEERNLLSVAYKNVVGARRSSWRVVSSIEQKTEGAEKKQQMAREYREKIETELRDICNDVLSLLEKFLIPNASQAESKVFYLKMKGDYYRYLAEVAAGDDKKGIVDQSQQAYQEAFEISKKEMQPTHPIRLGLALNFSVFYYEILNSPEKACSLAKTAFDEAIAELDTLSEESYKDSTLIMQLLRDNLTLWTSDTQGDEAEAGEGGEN
Runt-SMMHC FRET: inhibitors of RUNX1 Runt–CBFb-SMMHC binding, primary screen, biochemical, FRET, Cerulean-Runt, Venus-CBFb-SMMHC, uHTS; Runt-related transcription factor 1 (Homo sapiens) + Core-binding factor subunit beta …; Cerulean-Runt/Venus-CBFb-SMMHC FRET ratio 530/480, 1 h; inhibition, % at 20 µM; actives 0.74% (n = 220,000);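 active means mean inhibition across duplicate retests at 20 µM reaching about 50%, limit read from the data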;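 further: 0% = DMSO wells and 100% = wells with excess untagged CBFb-SMMHC; inhibitors lower the FRET ratio by blocking Runt binding to CBFb-SMMHC; some results filed as inactive read as strong as hits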
Mdm2 ligase inh: MDM2-luciferase reporter signal enhancers, primary screen, MDM2 E3 ligase inhibitor project, cell-based, luminescence, 1536-well; signal enhancement, % at 5 µM; actives 0.11% (n = 210,000); AID 1230, 2008; cell-based MDM2 ubiquitination luciferase reporter, 2 h; 0 = plate control, 100 = twice control, blank-subtracted;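 active means signal enhancement of 30% or more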;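 further: luminescence tracks abundance of the self-degrading MDM2-luciferase fusion protein; higher signal means inhibition of MDM2 E3 ligase activity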
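Assay system: stable mammalian line carrying autodegrading MDM2–luciferase fusion reporter; Input: 2000 cells in each well; Compound dosing: single-point 5 µM; Schedule: 2 h compound exposure at 37 °C; Signal: SteadyLite luciferase luminescence after 15 min room-temperature reagent incubation; Evaluation: % luminescence enhancement versus blank-corrected plate control mean; Benchmarks: plate controls and plate blanks.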
EBV gp42 block: Epstein-Barr virus gp42 inhibitors, primary screen, biochemical, uHTS, fluorescence polarization; Glycoprotein 42 (Epstein-Barr virus (strain AG876)), Q1HVG2; inhibition, % (tested at 21.74 µM); actives 0.42% (n = 220,000); Fluorescence polarization binding assay, mP read-out; AID 1085, 2008; in the data active means inhibition above about 50%
Target sequence (Q1HVG2 whole entry, looked up): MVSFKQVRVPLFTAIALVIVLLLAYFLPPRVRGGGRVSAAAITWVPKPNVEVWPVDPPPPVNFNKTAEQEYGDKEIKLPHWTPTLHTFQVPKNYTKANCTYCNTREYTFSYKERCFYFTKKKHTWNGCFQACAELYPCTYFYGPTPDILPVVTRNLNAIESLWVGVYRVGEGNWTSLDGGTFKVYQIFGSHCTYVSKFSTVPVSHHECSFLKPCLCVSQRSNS
zVAD death inh: inhibitors of zVAD-triggered necroptosis, primary screen, L929 cells; L929 zVAD necroptosis rescue, ATP luminescence, 24 h; with zVAD 60 µM; viability rescue, % at 10 µM; actives 0.38% (n = 220,000); AID 1377, 2008;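 active means activation, scaled between plate controls, above about 75%, limit read from the data; inactive means activation under that limit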;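 further: 0% = zVAD with DMSO and 100% = DMSO alone without zVAD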
p47phox inh: p47phox/p22phox peptide binding inhibitors, primary screen, biochemical, uHTS, NADPH oxidase regulatory subunit | Neutrophil cytosol factor 1 (Homo sapiens), P14598 | fluorescence polarization, 2 h | inhibition, % at 24.7 µM | actives 0.53% (n = 220,000) | AID 1274, 2008;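 active means inhibition above about 30%, limit read from the data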;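 further: 0% = p47phox with labelled peptide and 100% = labelled peptide alone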
Target sequence (P14598 whole entry, looked up): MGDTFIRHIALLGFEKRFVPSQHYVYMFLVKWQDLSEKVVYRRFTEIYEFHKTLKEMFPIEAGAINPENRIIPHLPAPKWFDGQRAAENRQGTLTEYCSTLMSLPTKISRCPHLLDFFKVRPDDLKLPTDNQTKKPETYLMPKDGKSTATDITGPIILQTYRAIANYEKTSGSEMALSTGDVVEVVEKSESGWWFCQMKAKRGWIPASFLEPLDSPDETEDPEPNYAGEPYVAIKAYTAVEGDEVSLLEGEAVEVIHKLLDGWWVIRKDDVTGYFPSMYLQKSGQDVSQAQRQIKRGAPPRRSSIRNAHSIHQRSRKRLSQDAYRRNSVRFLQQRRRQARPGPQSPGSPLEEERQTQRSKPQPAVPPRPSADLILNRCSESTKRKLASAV
Hck-Nef inh: inhibitors of Nef-activated human Hck kinase, primary screen, biochemical, Z-Lyte FRET, 384-well, Hck-YEEI. actives 0.68% (n = 220,000). inhibition, % at 20 µM. Recombinant Hck-YEEI plus Nef, Z-Lyte FRET kinase assay. AID 463187, 2010;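 active means Hck-Nef kinase inhibition above about 50%, limit read from the data; inactive means inhibition below that limit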;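 further: 0% = DMSO with Hck plus Nef and 100% = Hck alone without Nef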
Starred values were filed as active, the others as inactive; . = not tested or not shown; [ ] = another dose, or the depositor's remark.

SMILES	Runt-CBFb FRET	TbHK1 inh	14-3-3 Bad PPI	Runt-SMMHC FRET	Mdm2 ligase inh	EBV gp42 block	zVAD death inh	p47phox inh	Hck-Nef inh
CC(C)c1nc2n[nH]c(N)c2c2c1CCC2	0	-14	6	0	-4	-19	1.1	2	1
COc1ccc(/C=N/OCC(=O)NCC(C)C)c(OC)c1	-1	-5	0	3	-11	0	6.0	-3	-18
Cc1ccccc1N1CCN(c2ncnc3c2cnn3Cc2ccc(Cl)cc2)CC1	-1	4	15[fluorescence artefact?]	2	-3	-8	7.2	-4	-1
CSCc1cc(N2CCOCC2)nc(SCc2ccc(Cl)c(Cl)c2)n1	-3	-2	9	0	-2	-5	-0.1	-29	2
Cc1ccccc1Cc1ccc(Cl)nn1	2	-1	2	0	0	2	1.5	-4	-4
N#Cc1ccccc1S(=O)(=O)c1ccccc1C(=O)Nc1ccccc1	0	-5	-3	-7	-2	-19	0.1	-4	28
CCOC(=O)c1[nH]c2ccc(F)cc2c1NC(=O)C1=COCCO1	1	-22	-3	3	-10	-16	0.1	-14	2
O=C(COc1ccc(S(=O)(=O)NC2CCCCC2)cc1Cl)Nc1ccc2c(c1)OCO2	1	-5	7	3	-5	-7	0.6	-18	0
Cc1cc(=O)oc2cc(OC(C)C(=O)O)c(Cl)cc12 (stereo not given)	0	-24	-2	47	.	1	0.2	-23	1
Cc1cc(C(=O)C(C)Sc2cccc[n+]2[O-])c(C)n1-c1ccc(Cl)cc1 (stereo not given)	2	-14	0	3	3	-4	-1.1	1	4
Cc1c(-c2ccco2)[n+](=O)c2c(n1[O-])CCC2	1	6	3	-2	6	-16	-0.5	0	3
Cc1nc(C)c(-c2nnc(-c3ccccc3Cl)o2)cc1C(=O)NN	-3	-3	2	-10	.	0	-0.1	-8	25
CC(=O)Nc1ccc(NC(=O)CSc2nnc3c4ccccc4n(C)c3n2)cc1	-2	-11	8	-4	-9	4	0.9	8	13
COc1ccc(Cl)cc1C(=O)NNC(=S)NC1CCCC1	1	1	-10	4	-11	1	1.4	-6	-2
Cc1cc(N2CCN(c3ccccc3)CC2)nc(N2CCOCC2)n1	-1	5	-6	-1	.	-6	0.6	-9	14
CCOC(=O)C1(C)NC(c2ccc(OC)cc2OC)C2C(=O)N(CC)C(=O)C21 (stereo not given)	-2	6	-9	2	4	-6	0.9	0	22
Cc1ccsc1/C=N/n1c(-c2ccco2)n[nH]c1=S	12	4	-13	7	3	-6	-0.1	1	1
CC(=O)c1cccc(N(C(=O)Cn2nnc3ccccc32)C(C(=O)NCC2CCCO2)c2ccc(N3CCOCC3)cc2)c1 (stereo not given)	-2	1	-8	-4	-7	-11	0.8	0	15
O=C(Cc1c(O)c2ccccc2[nH]c1=O)NCc1ccccc1	.	4	3	2	-6	-14	0.0	4	2
CN(C)S(=O)(=O)c1ccc(-c2csc(N/N=C/c3ccc(O)cc3)n2)cc1	-1	-13	8	-3	-7	-22	35	-22	15
COc1cccc(-c2cc(C(=O)Nc3cccnc3)no2)c1	1	-1	1	-1	3	-5	-1.0	-5	2
N#Cc1ccc(C(=O)Nc2cccc3cccnc23)c(F)c1	1	-16	39	4	-4	10	2.1	-1	25
Cc1ccc(S(=O)(=O)N2CCOC2CNC(=O)C(=O)NCc2cccnc2)cc1 (stereo not given)	-1	-3	6[fluorescence artefact?]	3	.	-9	.	-7	-5
CC(C)COC(=O)C1C2C=CC3(CN(C(C)c4ccc(Br)cc4)C(=O)C13)O2 (stereo not given)	-1	-1	5[fluorescence artefact?]	3	-8	-5	-0.7	-1	-5
Cn1cc(C(=O)N2CCc3ccccc32)cn1	0	33	-26	4	0	-21	0.4	0	4
O=C(CSc1nccn1-c1ncc(C(F)(F)F)cc1Cl)c1ccc(Br)cc1	0	2	-2	3	2	-13	0.0	-15	-2
CN(C)C(/C=C/Nc1ccc(C#N)cc1)=C(C#N)C#N	1	-52	4	-2	0	-19	-0.2	-6	0
c1ccc(-c2ccc(Oc3cc(N4CCOCC4)nc(-c4ccccc4)n3)cc2)cc1	2	-19	0	9	2	-7	23	-6	1
O=C(/C=C/c1cc[n+](CC(=O)c2ccc3cccc4c3c2CC4)cc1)c1ccc2cccc3c2c1CC3	4	75*	94*	15	-6	-62	1.3	29	69*
O=C(NCCN1CCN(c2ccccc2)CC1)c1cccn2c(=O)c3cc(Cl)ccc3nc12	-9	-9	12	-23	-3	-12	1.1	-15	-3

Compound profiles, as listed above:
`O=C(NCCN1CCN(c2ccccc2)CC1)c1cccn2c(=O)c3cc(Cl)ccc3nc12` in the list: Runt-CBFb FRET = -9; TbHK1 inh = -9; 14-3-3 Bad PPI = 12; Runt-SMMHC FRET = -23; Mdm2 ligase inh = -3; EBV gp42 block = -12; zVAD death inh = 1.1; p47phox inh = -15; Hck-Nef inh = -3
`Cc1ccc(S(=O)(=O)N2CCOC2CNC(=O)C(=O)NCc2cccnc2)cc1` (stereo not given) in the list: Runt-CBFb FRET = -1; TbHK1 inh = -3; 14-3-3 Bad PPI = 6[fluorescence artefact?]; Runt-SMMHC FRET = 3; Mdm2 ligase inh = .; EBV gp42 block = -9; zVAD death inh = .; p47phox inh = -7; Hck-Nef inh = -5

(more compounds)
SMILES	Runt-CBFb FRET	TbHK1 inh	14-3-3 Bad PPI	Runt-SMMHC FRET	Mdm2 ligase inh	EBV gp42 block	zVAD death inh	p47phox inh	Hck-Nef inh
COc1ccccc1NS(=O)(=O)c1cc([N+](=O)[O-])ccc1N/N=C/c1c(C)[nH]c2ccccc12	-12	-12	4	-21	-14	-46	-0.4	-20	2
O=C(O)CN1C(=O)S/C(=C\c2cccnc2)C1=O	11	-56	3	-4	-9	-9	-0.6	5	4
COC(=O)c1cc2ccsc2n1CC(=O)N(C)C1CCCCC1	-2	-10	-8	-3	-27	-6	-0.1	-9	-2
COc1ccc(-c2nc(NC(=O)C3CC(=O)N(c4ccc5c(c4)OCCO5)C3)sc2C)cc1 (stereo not given)	9	-4	-22[fluorescence artefact?]	3	3	-8	-0.6	-56	8
CCOC(=O)C1C(=O)CC(C)(O)C(C(=O)OCC)C1c1cccs1 (stereo not given)	0	-2	0	2	4	-13	1.7	-9	-1
O=C(c1cc(S(=O)(=O)N2CCOCC2)ccc1Cl)N1CCN(c2ccccn2)CC1	-1	8	12	5	-2	-12	0.0	-2	15
CN(C)/C=C1\SC(=S)N(c2ccc(Br)cc2)C1=O	16	-3	4	-5	-8	10	-0.7	-232	16
CC(=O)Nc1ccc(SCC(=O)c2cc(C)n(Cc3cccs3)c2C)cc1	1	-6	-4	3	-58	-8	1.0	-12	2
O=C(CCCOc1ccccc1)Nc1ccccc1C(F)(F)F	2	-2	11	-1	4	-8	-0.1	-6	2
Cc1cc(C)cc(-n2nnn(C3C/C(=N/NC(N)=S)C4OCC3O4)c2=S)c1 (stereo not given)	-2	9	10	4	-16	4	-0.1	-4	30
COc1ccc2[nH]c(=O)c(C(c3nnnn3C(C)(C)C)N(Cc3ccco3)CC3CCCO3)cc2c1 (stereo not given)	13	-14	-8	4	6	-15	1.4	-8	6
Cc1csc(NC(=O)CSc2nnc(NC(=O)COc3ccc(Cl)cc3)s2)n1	-1	23	3	-6	-10	-50	0.5	-40	3
Cc1sc(NC(=O)c2ccco2)c(C(c2cccnc2)N2CCN(CCO)CC2)c1C (stereo not given)	1	-21	-20	-1	-2	0	-0.1	-7	24
Cc1cccc(C)c1NC(=O)C(C)N1CCCCC1 (stereo not given)	2	-5	-10	-2	-5	-21	-0.6	6	27
O=C(NCc1ccco1)c1cccc(-c2nnc(-c3ccccc3)o2)c1	-1	-3	2	1	-12	-5	0.2	-7	0
CCOC(=O)c1c(C)[nH]c(C(=O)N/N=C\c2ccccc2O)c1C	5	-6	10	8	-5	1	0.9	8	1
COc1ccc(NC(=O)CC2COc3ccccc3O2)c(OC)c1 (stereo not given)	0	6	8	-2	-33	0	-0.3	-4	1
O=C(Nc1ccnc(=O)[nH]1)c1sc2ccccc2c1Cl	0	-16	51	-4	.	-4	1.3	-1	23
CCCCNC(=S)NNC(=O)c1csc(C)c1CC	1	-2	-7[fluorescence artefact?]	-5	8	-9	.	-6	6
Cc1ccc(-n2nnnc2CCl)cc1	0	-7	-7	-6	3	-8	-0.4	5	16
S=C(Nc1ccc(Nc2ccccc2)cc1)Nc1ccccn1	16	-2	-9	7	-23	6	0.6	-16	94*
COc1cc(CNCCO)ccc1OC1CCCC1	2	-1	-6	-4	-19	-31	-0.2	-23	2
CCOc1ccccc1NC(=O)/C(C#N)=C/c1c(C)nn(-c2ccccc2)c1Cl	-2	16	0	-2	2	-7	0.5	-26	0
COC(=O)Cn1c(=O)cnc2ccccc21	-2	-14	9[fluorescence artefact?]	-1	-2	-16	1.1	-5	-4
N#Cc1c(/N=C/c2ccco2)sc2c1CCCCC2	3	-4	-1	2	-56	-21	0.2	10	1
O=C(c1ccc(Cl)c(S(=O)(=O)NCc2ccco2)c1)N1CCN(c2ccc(F)cc2)CC1	3	-2	-3	0	-38	-9	-0.2	-5	3
Cc1ocnc1C(=O)Nc1ccc(Cl)cc1	0	-6	3	-4	-9	-11	0.5	-9	2
COCCCNC(=O)c1c(N)n(-c2ccc(S(N)(=O)=O)cc2)c2nc3ccccc3nc12	57*	-1	5	82*	-17	-23	0.0	-24	11
CCOc1ccc(NC(=O)CSc2nc3c(c(=O)n2C)SC(C)C3)cc1 (stereo not given)	0	-5	7	2	-10	-8	1.3	0	-5
CCN(CC)C(=O)[C@]1(c2ccccc2)C[C@@H]1CN	-1	.	-1	2	.	-3	.	-2	.
Cc1ccc(S(=O)(=O)n2nc(-n3c(C)ccc3C)c3c(F)cccc32)c2ccccc12	1	-30	8	1	-9	-8	-1.4	-12	23
CC(C)(C)OC(=O)N1CCC[C@H]1c1nnc(SCc2c(Cl)cccc2Cl)o1	-6	4	-5	-4	-40	-12	0.3	-11	-1
CC12C(=O)N(CCC(=O)O)C(=O)C1C1C=CC2C1 (stereo not given)	-1	-1	7	0	8	-8	1.2	-8	5
Cc1nnc(SCC(=O)NCc2ccc(Cl)cc2)[nH]c1=O	1	0	-2	-3	8	-11	3.2	-2	6
